JMJD2A Tudor inh = inhibitors of human JMJD2A Tudor domain; O75164; AlphaScreen JMJD2A-Tudor / H3K4me3 peptide binding; Potency, µM (highest dose often 114 µM), for inactives: at the top dose activity change, negative = inhibition, hits mostly inhibitors; 390,000 compounds, 4.4% hits; AID 504339; note: % is set by controls: 0 for no effect and ±100 for the full control effect; nearly all actives have a fitted effect of over 50% in size
G9a inh = G9a (human) methyltransferase inhibition; G9a H3K9 monomethylation, AlphaScreen, 2 h; Potency, µM (top dose mostly 102 µM), for the others: at the highest dose activity, negative = inhibition, usual class: inhibitors; 350,000 compounds, 8.8% hits; AID 504332; note: % is set by controls: 0 for no effect and ±100 for the full control effect; nearly all actives have a fitted effect of over 75% in size
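G9a (20 nM) was preincubated 15 min with compound, then reacted 2 h at room temperature with 500 nM biotin-H3K9 peptide and 20 µM SAM. Monomethyl-H3K9 detected by AlphaScreen using anti-H3K9me1 antibody.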
POLI inh = blocks human DNA polymerase iota activity; Q9UNA4; Pol iota fluorescent replication assay, 10 min; Potency, µM (titrated, usually from 115 µM), inactives show at the highest dose activity, negative = inhibition, hits mostly inhibitors; 390,000 compounds, 1% hits
Target sequence (Q9UNA4 whole entry, looked up): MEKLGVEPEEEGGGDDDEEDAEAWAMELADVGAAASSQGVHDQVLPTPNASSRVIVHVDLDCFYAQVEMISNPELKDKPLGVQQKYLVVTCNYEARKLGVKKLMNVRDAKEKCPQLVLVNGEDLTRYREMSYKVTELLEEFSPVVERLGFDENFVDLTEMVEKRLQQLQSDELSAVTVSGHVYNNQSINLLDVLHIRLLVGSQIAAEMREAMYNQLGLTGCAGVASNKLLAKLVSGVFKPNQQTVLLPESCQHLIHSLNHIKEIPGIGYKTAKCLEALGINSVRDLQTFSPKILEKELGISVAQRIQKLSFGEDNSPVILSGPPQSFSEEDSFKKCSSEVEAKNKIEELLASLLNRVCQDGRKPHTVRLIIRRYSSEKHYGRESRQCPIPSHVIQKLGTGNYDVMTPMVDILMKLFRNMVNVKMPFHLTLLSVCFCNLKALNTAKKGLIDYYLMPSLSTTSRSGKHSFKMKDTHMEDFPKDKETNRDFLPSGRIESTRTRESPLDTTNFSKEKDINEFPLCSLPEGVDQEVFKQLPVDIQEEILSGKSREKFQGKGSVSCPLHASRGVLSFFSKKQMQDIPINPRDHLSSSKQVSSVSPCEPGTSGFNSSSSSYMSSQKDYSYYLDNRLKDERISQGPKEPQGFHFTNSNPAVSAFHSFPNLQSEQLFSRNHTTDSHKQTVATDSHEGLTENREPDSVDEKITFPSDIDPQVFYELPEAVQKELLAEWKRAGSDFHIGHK
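Pol iota at 10 nM preincubated 15 min with compounds at room temperature; reaction started with fluorescent substrate, 50 nM final. Fluorescence read kinetically at 0 and 10 min; buffer-only wells as negative control.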
Pol eta inh = blocks human DNA polymerase eta activity; Potency, µM (doses to about 114 µM), inactives show at the top dose activity change, negative = inhibition, most hits filed as inhibitors; 390,000 compounds, 1.2% hits; AID 588591; recombinant Pol eta, fluorescent DNA replication assay; note: % is set by controls: 0 for no effect and ±100 for the full control effect
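Pol eta (10 nM) was preincubated with compounds for 15 min at room temperature, after which fluorescent replication substrate (50 nM final) was added to start the reaction. Fluorescence was read kinetically at 0 and 10 min.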
BLM inh = blocks DNA unwinding by human BLM helicase; P54132; Potency, µM (highest dose often 56.1 µM), for inactives: at the top dose activity change, negative = inhibition, hits mostly inhibitors; recombinant BLM DNA unwinding, fluorescence dequenching; AID 2528; 350,000 compounds, 0.2% hits;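 note: plate controls were vehicle for no effect and no enzyme for full effect; nearly all actives have a fitted effect of over 35% in size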
Pol beta inh = inhibitors of human DNA polymerase beta; Pol beta primer extension/strand displacement, fluorescence kinetic; 340,000 compounds, 1.3% hits; Potency, µM (top dose mostly 114 µM), inactives show at the top dose activity change, negative = inhibition, most hits filed as inhibitors; P06746; note: % is set by controls: 0 for no effect and ±100 for the full control effect
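Curves were derived by four-parameter Hill fits of normalized qHTS data. The kinetic fluorescent primer-extension read was taken at 0 and 10 min after 50 nM substrate, following a 15 min room-temperature preincubation of 10 nM enzyme with compounds.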
APE1 inh = blocks human APE1 abasic DNA cleavage; recombinant APE1, TAMRA/BHQ-2 abasic DNA cleavage fluorescence; Potency, µM (titrated, usually from 65.8 µM), inactives show at the top dose activity change, negative = inhibition, actives largely listed as inhibitors; 350,000 compounds, 0.35% hits;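 note: plate controls were vehicle for no effect and reference inhibitor for full effect; nearly all actives have a fitted effect of over 55% in size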
Target sequence (P27695 whole entry, looked up): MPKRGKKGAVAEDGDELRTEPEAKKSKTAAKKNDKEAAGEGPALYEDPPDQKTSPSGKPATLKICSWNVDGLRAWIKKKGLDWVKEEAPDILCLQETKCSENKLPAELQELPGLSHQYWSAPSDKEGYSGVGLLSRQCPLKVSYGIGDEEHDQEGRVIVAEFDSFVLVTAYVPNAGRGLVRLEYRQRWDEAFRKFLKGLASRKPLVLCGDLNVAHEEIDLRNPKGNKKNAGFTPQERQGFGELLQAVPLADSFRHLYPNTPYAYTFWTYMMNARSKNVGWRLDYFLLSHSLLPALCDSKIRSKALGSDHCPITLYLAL
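APE1 at 0.75 nM preincubated 15 min at room temperature with compound. Reaction then started with 50 nM double-stranded THF-abasic substrate labelled with TAMRA/BHQ-2, and 525/598 nm fluorescence read kinetically. Activity taken as third-minus-first read difference, normalized to DMSO and NSC13755 controls.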
Pol kappa inh = blocks human DNA polymerase kappa activity. Q9UBT6. purified Pol kappa, fluorescent DNA synthesis assay, 10 min. Potency, µM (top dose mostly 107 µM), inactives show at the highest dose activity, negative = inhibition, most hits filed as inhibitors. 400,000 compounds, 0.53% hits. AID 588579; note: % is set by controls: 0 for no effect and ±100 for the full control effect
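Fluorescent qHTS in 1536-well format: enzyme (10 nM) and compound sat 15 min at room temperature before 50 nM substrate (final) was added. Signal taken at 0 and 10 min; no-enzyme buffer wells were negative controls.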
BAZ2B inh = BAZ2B (human) inhibition | Q9UIF8 | AlphaScreen BAZ2B-H3K14Ac peptide displacement | Potency, µM (series often up to 114 µM), inactives show at the highest dose activity change, negative = inhibition, most hits filed as inhibitors | 360,000 compounds, 4.4% hits; note: % is set by controls: 0 for no effect and ±100 for the full control effect; nearly all actives have a fitted effect of over 60% in size
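Inhibition is scored as reduced AlphaScreen emission. The BAZ2B/b-H3(5-23)K14Ac complex (50 nM each) in PBS pH 7.4, 0.01% Tween-20 meets compound (up to 110 uM) for 30 min at RT before bead addition.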
The depositor's hits bear a star; ? = inconclusive; . = not tested or not shown; & = joins results of further samples; [ ] = remark or other dose. Calls come from the whole dose curve; as a rule, active = well fitted curve in the direction sought with a large enough effect; inconclusive = small, poorly fitted or top-dose-only effect, or another doubt; inactive = no such curve, though single readings can be large; an effect the other way counts as inactive or inconclusive. Potency is the fitted concentration of half-maximal effect. A portion of the library, so the mix of outcomes need not match the whole.

Preview (three entries):
smiles	JMJD2A Tudor inh	G9a inh	POLI inh	Pol eta inh	BLM inh	Pol beta inh	APE1 inh	Pol kappa inh	BAZ2B inh
CCOC(=O)c1sc2ccccc2c1S(=O)(=O)NCc1ccc(F)cc1	-8%	-7%[59 µM]	22%	-24%	-6%	4%	.	-2%	9%
O=C(CSc1nccn1C1CCCC1)Nc1ccccc1	-15%	-27%[59 µM]	3%	.	3%	-23%	.	-2%[60.1 µM]	-29%
O=C(O)c1cc(S(=O)(=O)N2CCCCC2)ccc1Cl	-2%	5%	95%[activator]	-5%	1%	-25%	55%	-7%	-4%

The whole of this part (from the top)
smiles	JMJD2A Tudor inh	G9a inh	POLI inh	Pol eta inh	BLM inh	Pol beta inh	APE1 inh	Pol kappa inh	BAZ2B inh
CCOC(=O)c1sc2ccccc2c1S(=O)(=O)NCc1ccc(F)cc1	-8%	-7%[59 µM]	22%	-24%	-6%	4%	.	-2%	9%
O=C(CSc1nccn1C1CCCC1)Nc1ccccc1	-15%	-27%[59 µM]	3%	.	3%	-23%	.	-2%[60.1 µM]	-29%
O=C(O)c1cc(S(=O)(=O)N2CCCCC2)ccc1Cl	-2%	5%	95%[activator]	-5%	1%	-25%	55%	-7%	-4%
CC(=O)c1cccc(N(CC(=O)N2CCCCC2)S(C)(=O)=O)c1	-13%	2%	36%[activator]	-9%	-5%	23%	8%	-4%	-5%
COc1cc(CCC(=O)N2CCN(c3ccccc3Cl)CC2)cc(OC)c1OC	-15%	-9%	46%[activator]	-17%	-2%	15%	9%	-17%	-12%
COc1ccc2[nH]c(=O)c(CN(CCCN3CCOCC3)C(=O)NCc3ccccc3)cc2c1	-9%	12%	2%	-12%	-11%	29%	13%	-13%	-7%
COc1cc(Cl)c(C)cc1NC(=O)COC(=O)CCc1nc2ccccc2c(=O)[nH]1	-12%	13µM*	?	8%	.	.	-8%	-14%	8%
Cc1sc2nc(-c3cccs3)oc(=O)c2c1C	3%	10%	20%	2%	-4%	-5%	-4%	-3%	-2%
Cc1c(C(=O)N(C)C)c2cc(Cl)ccc2n1O	-7%	?	-30%	-11%	1%	-27%	1%	-4%	3%
O=C(NCCc1nc2ccccc2[nH]1)/C(=C/c1ccc2c(c1)OCO2)NC(=O)c1ccc(Cl)cc1Cl	-21%	-7%[59 µM]	?	?	-10%	-25%	4%	-12%	-15%
COc1cc(/C=N/Nc2nc3ccccc3[nH]2)cc(OC)c1O	-27%	28µM*	13%	?	-23%	-19%[57.1 µM]	-3%	-16%	?
CCOc1ccc(NC(=O)CN(C)C(=O)Cc2sc(C)nc2-c2ccc(F)cc2)cc1OCC	-10%	-30%[59 µM]	-4%	-19%	.	.	21%	-14%	-24%
CCC(=O)Nc1ccc2c(c1)ncn2-c1ccccc1C	-2%	-31%	11%	-8%	-10%	-17%	-3%	-4%	-14%
C=CCn1c(SCC(=O)N(CC)C2CCS(=O)(=O)C2)nc2ccccc2c1=O (stereo not given)	1%	10%[12.7 µM]	-10%	-17%	0%	1%	-4%	12%	-1%
Fc1ccc(-c2csc(Nc3ccccn3)n2)c(F)c1	-7%	.	-6%	-25%	-6%	14%	-12%	3%	-33%
Cc1cc(NC(=O)CSc2ccc(-c3nc4cc(C)c(C)cc4[nH]3)cn2)no1	-10%	?	23%	-16%	-1%	0%	2%	8%	-33%
COC(=O)c1c(-c2cccnc2)csc1NC(=O)c1cc(C)on1	-24%	?	?	?	-1%	-30%	-5%	-19%	-16%
CCc1ccccc1NC(=O)C1CC(c2ccc(OC)cc2)=NO1 (stereo not given)	-2%	5%	?	-9%	-1%	-4%	43%[activator]	10%	31%[activator]
CCc1nnc(NC(=O)CN2CCN(C(=O)c3ccccc3)CC2)s1	-4%	0%	47%[activator]	-1%	-1%	4%	8%	-8%	0%
CCOc1ccc(CN(C)CC(=O)Nc2ccc([N+](=O)[O-])cc2Cl)cc1	-30%	?	-1%	-15%	-1%	4%	15%	-14%	-5%
COc1ccc(CNC(=O)Nc2cccc3ccccc23)cc1	-8%	21%	-20%[58.9 µM]	20%	1%	2%	10%	-4%	-1%
O=C(Cc1noc2ccccc12)Nc1ccc2ccccc2c1	-21%	19%[59 µM]	-11%	-17%	0%	17%	-4%	-12%	5%
COc1ccc(NC(=O)CN2CCN(CC(=O)Nc3ccccc3OC)CC2)c(OC)c1	-6%	?	1%	-15%	1%	-25%	37%	-14%	0%
COc1ccc(-c2nn(-c3ccccc3)cc2/C=C/C(=O)N(C)CC(=O)Nc2cccc(F)c2)cc1OC	-21%	.	-3%	-13%	.	.	.	-6%	.
CCNc1ncc2nc(C)c(=O)n(CCOC)c2n1	.	-1%[0.501 µM]	.	.	1%	.	-3%	2%[60.1 µM]	.
CN(C)CC(O)CN1C(=O)N(CN2C(=O)N(CC(O)CN(C)C)C(=O)C2(C)C)C(C)(C)C1=O (stereo not given)	0%[11.4 µM]	-8%	105%[activator]	-19%	-4%	1%	-2%	-3%	3%
COc1cc(SC)ccc1C(=O)OCC(=O)NC1CCCC1	-6%	4%	71%[activator]	-13%	0%	2%	1%	-5%	-16%
O=C1CC(c2ccc(Br)cc2)NC(c2ccc(Br)cc2)C1c1ccccc1 (stereo not given)	.	-6%[59 µM]	.	.	-14%	7%	4%	.	-14%
Cc1ccc2cccc(NS(=O)(=O)c3ccccc3)c2n1	-12%	0%	117%[activator]	-17%	-8%	14%	2%	-11%	-10%
Cc1ccc(Cn2c(C)c(CNCCCc3ccccc3)c(C(=O)O)c2C)cc1	-30%	0%[59 µM]	29%	-20%	-3%	3%	.	0%	?
COc1cccc(NC(=O)c2ccc(NC(=O)C3CC(=O)OC34CCCCC4)cc2)c1 (stereo not given)	-9%	3%[59 µM]	34%[activator]	-6%	-16%	4%	6%	8%	-12%
Fc1ccc(-c2cc(C(F)(F)F)nc(NCc3ccccc3)n2)cc1	12%	-7%[59 µM]	-13%	-16%	-4%	8%	.	-5%	9%
CCOC(=O)C1CCN(Cc2cnc(NC(=O)OC)s2)CC1	5%	17%[59 µM]	8%	10%	0%	10%	1%	-12%	1%
CCc1ccc(C(=O)NNC(=O)CCC2CCCCC2)cc1	-15%	11%	42%[activator]	-4%	-6%	-1%	24%	0%	1%
CSc1ncccc1C(=O)OCC(=O)c1ccc[nH]1	-19%	.	23%	-5%	.	.	36%	14%	.
Cc1ccc(NC(=O)CCSc2nnc(C)o2)cc1	-30%	.	31%[activator]	-13%	0%	42%	4%	-17%	5%
O=C(NC1CCCC1)C1CCCN(S(=O)(=O)c2cnc[nH]2)C1 (stereo not given)	-30%	7%	-1%	-7%	0%	18%	1%	-4%	9%
CC(=O)NC(C)c1cc(Cl)c2ccccc2c1O (stereo not given)	-11%	-1%[0.501 µM]	32%[activator]	-12%	.	.	16%&2%	5%	-4%
CC(C)Sc1ncc(Cl)c(C(=O)Nc2ccc(S(=O)(=O)N3CCCCC3C)cc2)n1 (stereo not given)	-19%	3%[59 µM]	-19%	-17%	-3%	7%	.	0%	8%
Cn1cc(Cl)c(C(=O)OCC(=O)c2ccccc2)n1	-11%	30%	39%[activator]	-18%	1%	14%	-20%	5%	8%
CCOC(=O)c1c(C)[nH]c(C)c1S(=O)(=O)NCC(=O)Nc1ccc(C)c(N(C)C)c1	-14%	-17%[59 µM]	9%	-12%	-1%	-21%	.	-11%	-19%
CC1CCCCC1NC(=O)COC(=O)CNC(=O)c1cccc(F)c1 (stereo not given)	-13%	-8%	93%[activator]	-5%	-3%	1%	-2%	-1%	-23%
O=C(O)CCCn1cc(NC(=O)c2cc(F)c(F)cc2Cl)cn1	-31%[11.4 µM]	.	?	-7%	5%	-19%	-4%	-4%	-2%
CSCCC1C(=O)OC2(C)CC(C)(C)NC(=S)N12 (stereo not given)	-19%	17%[59 µM]	11%	7%	1%	8%	5%	-18%	4%
CC(C)CCN1C(=O)C2(OCCCO2)c2cc(Cl)ccc21	50%[activator]	.	51%[activator]	-8%	-6%	-2%	-11%	-10%	46%[activator]
CC(=O)Nc1ccc(S(=O)(=O)N2CCN(C(=O)c3ncoc3-c3ccccc3C)CC2)cc1	-4%	37%	89%[activator]	9%	-4%	14%	3%	2%	1%
O=C(NC(Cc1ccccc1)C(=O)O)C1CCCCC1 (stereo not given)	-14%	19%[59 µM]	?	-4%	-10%	-14%	1%	11%	7%
CCOC(=O)C1=C(C)NC2=C(C(=O)CC(c3ccc(OC)c(OC)c3)C2)C1c1ccc(C)o1 (stereo not given)	-31%	3%[59 µM]	-4%	-14%	-4%	7%	1%	-5%	?
O=C(N/N=C/c1cc([N+](=O)[O-])ccc1Cl)c1cc(-c2ccccc2)nc2ccccc12	0%	10%[12.7 µM]	-7%	-15%	-3%	2%	-7%	-1%	-1%
Cc1nc2ncnn2c(N2CCN(C(c3ccccc3)c3ccccc3)CC2)c1C	?	?	16%	-8%	-11%	3%	-4%	4%	?
CCOC(=O)C1(CC)NC(c2ccco2)C2C(=O)N(c3ccc(C)cc3)C(=O)C21 (stereo not given)	-16%	?	?	12%	0%	9%	21%	-20%	-3%
CCc1ccc(CNC(=O)Cn2nc(-c3ccccc3)ccc2=O)cc1	-5%	16%[59 µM]	58%[activator]	1%	-4%	1%	-3%	-4%	-1%
Cn1c(=O)c(C(=O)COC(=O)c2cc(-c3ccco3)nc3ccccc23)c(N)n(Cc2ccccc2)c1=O	.	8.9µM*	.	.	?	?	?	.	45µM*
O=C(O)c1cccc(S(=O)(=O)N2CCN(C(c3ccccc3)c3ccccc3)CC2)c1	-15%	35µM*	16%	-6%	-2%	-13%	-2%	-15%	?
CCNc1ncnc2[nH]ncc12	-1%	.	1%	-17%	.	.	.	-8%	.
Cc1ccc(NC(=O)COC(=O)c2ccc(-n3cccn3)cc2)cc1C	-10%	-3%[59 µM]	12%	-3%	.	.	7%	-4%	6%

Compound activity as filed in PubChem BioAssay.
